TRb SRC2 PPI – disrupts binding of human TR beta to SRC2; Potency, µM (titrated, usually from 106 µM), for inactives: at the highest dose activity change, negative = inhibition, hits mostly inhibitors; hit rate 0.065% among 280,000; TRbeta-SRC2 peptide binding, fluorescence polarization; receptor liganded with 1 µM T3;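 note: plate controls were bound peptide for no effect and peptide without receptor for full effect; nearly all actives have a fitted effect of over 50% in size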
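Human TRb ligand-binding domain (0.6 uM) is mixed with 20 nM Texas Red SRC2 peptide and 1 uM T3; after compound addition and 5 hr at ambient temperature, polarization is measured and normalized to unbound and bound controls.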
Tau FP inhib – blocks human tau fibril formation measured by polarization; P10636; K18 P301L tau heparin fibrillization, Alexa594 FP, 6 h; Potency, µM (series often up to 57.7 µM), inactives show at the highest dose activity, negative = inhibition, usual class: inhibitors; hit rate 0.39% among 280,000; AID 1468; note: % is set by controls: 0 for no effect and ±100 for the full control effect; nearly all actives have a fitted effect of over 55% in size
Target sequence (P10636 561-689 P618L limits assumed): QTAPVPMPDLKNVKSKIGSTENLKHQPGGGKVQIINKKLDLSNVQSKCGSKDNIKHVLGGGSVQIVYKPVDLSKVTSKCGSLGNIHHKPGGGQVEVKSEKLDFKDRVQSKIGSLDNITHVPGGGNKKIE
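FP of Alexa 594-tau after heparin (20 uM) induction. Substrate: human K18 P301L, 15 uM unlabeled, 0.24 uM labeled. Buffer 100 mM sodium acetate pH 7. 6 hr, 37 C.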
HTT ATP protect – cytoprotection in Huntington HTT-Q103 PC12 cell model | hit rate 0.14% among 230,000 | AID 1471 | PC12 HTT-Q103 induced, cytoprotection, ATP luminescence, 40 h | Potency, µM (series often up to 56.4 µM), for inactives: cytoprotection (ATP increase), hits mostly activators;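 note: % of control where 0% means no effect; nearly all actives have a fitted effect of over 45% in size; toxic huntingtin expression switched on by the ecdysone agonist tebufenozide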
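Quantitative HTS on tebufenozide-induced (100 nM) PC12 cells expressing HTTQ103 exon 1–GFP; compounds tested as a concentration series; survival measured via cellular ATP.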
L3MBTL1 inh – L3MBTL1 (human) inhibition; Q9Y468; AlphaScreen L3MBTL1–H3K9me1 peptide binding; Potency, µM (titrated, usually from 57.1 µM), without a hit: top-dose activity, negative = inhibition, hits mostly inhibitors; hit rate 0.66% among 230,000; note: % is set by controls: 0 for no effect and ±100 for the full control effect; nearly all actives have a fitted effect of over 60% in size
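AlphaScreen proximity signal between nickel-chelate acceptor and streptavidin donor beads (final 10 ug/mL) reports binding of 50 nM L3MBTL1 to 75 nM biotin-H3 K9me1 peptide; complex incubated with compounds 30 min at room temperature; cefsulodin titration as control.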
TR SRC2 fluor cs – alters Texas Red total fluorescence, flagging assay interference. TRb/SRC2 Texas Red total fluorescence interference. Potency, µM (highest dose often 106 µM), for the others: at the highest dose fluorescence change, negative = quenching. hit rate 0.29% among 280,000. AID 1479; active = well fitted curve in either direction with a large enough effect; inconclusive = small, poorly fitted or top-dose-only effect; note: % is set by controls: 0 for no effect and ±100 for the full control effect
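Human TRβ ligand-binding domain (0.6 uM) and Texas Red SRC2 peptide (20 nM) in Tris buffer with 1 uM T3 and 5% DMSO were incubated with pinned compound for 5 hr at ambient temperature. Total fluorescence was computed as S + 2P (555/632 nm).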
Tau fibril ThT – blocks human tau fibril formation measured by thioflavin T; recombinant tau K18 P301L, heparin-induced fibrillization, ThT fluorescence; Potency, µM (titrated, usually from 57.4 µM), inactives show at the highest dose activity, negative = inhibition, actives largely listed as inhibitors; hit rate 2.1% among 270,000; AID 1460; note: % is set by controls: 0 for no effect and ±100 for the full control effect; nearly all actives have a fitted effect of over 55% in size
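ThT emission at 510 nm, taken 1 hr after adding 30 uM dye, quantifies aggregates formed when 20 uM heparin acts on human tau K18 P301L for 6 hr at 37 C.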
RECQ1 inh – blocks DNA unwinding by human RECQ1; Potency, µM (top dose mostly 57.3 µM), for the others: at the top dose activity, negative = inhibition, most hits filed as inhibitors; P46063; hit rate 0.54% among 240,000; RECQ1 DNA unwinding, red fluorescence kinetic read;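 note: plate controls were vehicle for no effect and no enzyme for full effect; nearly all actives have a fitted effect of over 30% in size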
Target sequence (P46063 whole entry, looked up): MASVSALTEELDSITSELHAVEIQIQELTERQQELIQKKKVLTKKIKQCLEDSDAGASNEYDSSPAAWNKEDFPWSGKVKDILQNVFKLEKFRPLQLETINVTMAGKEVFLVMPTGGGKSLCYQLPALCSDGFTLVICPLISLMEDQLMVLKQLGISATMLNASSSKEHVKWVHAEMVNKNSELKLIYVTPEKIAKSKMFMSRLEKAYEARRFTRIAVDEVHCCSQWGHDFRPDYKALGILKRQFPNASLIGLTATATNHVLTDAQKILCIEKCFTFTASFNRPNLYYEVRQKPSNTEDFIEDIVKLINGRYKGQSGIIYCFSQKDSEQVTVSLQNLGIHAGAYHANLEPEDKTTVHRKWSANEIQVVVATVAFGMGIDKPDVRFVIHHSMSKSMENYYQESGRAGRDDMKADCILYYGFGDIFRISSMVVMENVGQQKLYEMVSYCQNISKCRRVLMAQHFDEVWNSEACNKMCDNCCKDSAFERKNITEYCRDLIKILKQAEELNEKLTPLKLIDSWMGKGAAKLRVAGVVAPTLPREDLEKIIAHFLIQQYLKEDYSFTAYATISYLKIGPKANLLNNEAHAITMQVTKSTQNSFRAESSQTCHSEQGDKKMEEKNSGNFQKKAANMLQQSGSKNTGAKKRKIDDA
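50 nM RECQ1T1 preincubated 15 min with compound in Tris pH 8.0 buffer with MgCl2, DTT, Tween-20 and 2.5 ug/ml poly(dI-dC); started with 200 nM TAMRA/BHQ-2 forked duplex and 2 mM ATP. Unwinding read as fluorescence (525/598 nm), two reads 2 h apart.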
Tau fluor counter – counter-screen for tau fibril formation inhibitors; tau K18 P301L (four-repeat tau fragment) Alexa594 fluorescence, heparin fibrillization; Potency, µM (series often up to 57.7 µM), for inactives: top-dose activity change, negative = decrease; hit rate 0.93% among 280,000; AID 1463; note: % is set by controls: 0 for no effect and ±100 for the full control effect; nearly all actives have a fitted effect of over 55% in size
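Human K18 P301L tau (15 uM unlabeled plus 0.24 uM Alexa 594-labeled, final) in 100 mM sodium acetate pH 7 was mixed with compound and 20 uM heparin and incubated 6 hr at 37 C.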
Active calls of the source: *; i = inactive; ? = inconclusive; . = no result given; & = joins results of further samples; [ ] = dose if it differs, or a comment. Unless noted, calls come from the whole dose curve; as a rule, active = well fitted curve in the direction sought with a large enough effect; inconclusive = small, poorly fitted or top-dose-only effect, or another doubt; inactive = no such curve, though single readings can be large; an effect the other way counts as inactive or inconclusive. Potency is the fitted concentration of half-maximal effect. Some of the compounds tested; count on the stated rates, not on these rows.

| item | molecule | TRb SRC2 PPI | Tau FP inhib | HTT ATP protect | L3MBTL1 inh | TR SRC2 fluor cs | Tau fibril ThT | RECQ1 inh | Tau fluor counter |
| --- | --- | --- | --- | --- | --- | --- | --- | --- | --- |
| 1 | Cc1ccc2c(c1)C(=O)[C@@]1(O)CCN(c3ccccc3)C1=N2 | 2.6% | -4.6% | -16.4% | . | -1.6% | 20µM* | -2.3% | -20.1% |
| 2 | Cc1ccc(-n2c(SCc3ccccc3C)nc3[nH]ncc3c2=O)cc1C | -1.8% | ? | . | . | 1.1% | -14.4% | . | -28.4% |
| 3 | Oc1c(Cl)cc(Cl)c2cccnc12 | -5.8%&-8.2% | -17.9%&-11.6% | -48.0%&-133.0%[inhibitor] | . | -1.0%&-0.9% | ? | 0.3%&2.9% | -21.1%&-10.3% |
| 4 | O=C(CCCCn1c(=O)c2ccccc2n(CC(=O)Nc2cccc(F)c2)c1=O)NCCc1ccccc1 | 3.4% | -13.3% | . | . | 1.9% | 7.5% | . | -22.9% |
| 5 | Cc1ccc(NC2=NCC(=O)N2Cc2ccc3c(c2)OCO3)cc1 | -8.7% | 1.8% | -13.6% | 2.9% | -3.1% | 1.1% | 6.9% | -4.4% |
| 6 | CCOC(=O)c1cnc2c(ccc3ccccc32)c1Nc1ccccc1O | 0.4% | ? | . | . | -2.5% | 1.6% | . | ? |
| 7 | COCC(=O)Nc1nc2ccc(S(C)(=O)=O)cc2s1 | 0.6% | 0.1% | -12.2%[10 µM] | -2.7% | -5.1% | 3.5% | 13.8% | 5.8% |
| 8 | CC1CC(C)CN(Cc2nc(N)nc(Nc3ccccc3)n2)C1 (configuration not stated) | -12.6% | -2.0% | -17.0% | -4.1% | 1.4% | -3.3% | i | -0.7% |
| 9 | CC(=O)C1=C(C)N(Cc2ccco2)C(=O)C1(NC(=O)C1CCCCC1)C(F)(F)F (configuration not stated) | -1.2% | 4.3% | 21.1%[10 µM] | . | -1.6% | -8.1% | i | -7.4% |
| 10 | O=C(OCCC1Oc2cccnc2NC1=O)c1ccc(F)cc1 (configuration not stated) | 1.0% | -2.9% | 10.8% | 0.3%[11.4 µM] | -0.7% | -3.9% | 0.5% | -9.7% |
| 11 | CN(C)c1cccc2c1c(NC(=O)c1ccc(F)cc1)nn2C | -10.5% | -1.4% | 0.8%[10 µM] | -2.3% | 0.4% | -12.2% | 22.9% | -8.7% |
| 12 | CCOC(=O)/C(=C/C=C1\Sc2cc(OCC)c(OCC)cc2N1CC)C(C)=O | -8.8% | 5.1% | -58.8%[inhibitor] | -3.2% | 16.3% | ? | 10µM* | -29.8% |
| 13 | Cc1c(Br)c([N+](=O)[O-])nn1CC(=O)NCCc1ccc(Cl)cc1 | -1.1% | 1.5% | 2.7% | 1.2%[11.4 µM] | -4.2% | -0.6% | i | -5.4% |
| 14 | CCn1nc(C)c2c(-c3ccccc3)cc(=O)n(C(C)C(=O)NCCc3ccc(OC)c(OC)c3)c21 (configuration not stated) | 0.4% | 3.9% | . | . | -5.7% | -8.9% | . | 3.1% |
| 15 | COc1ccccc1N1CCN(C(=O)CCn2cnc3onc(-c4ccc(F)cc4)c3c2=O)CC1 | -3.3% | 7.4% | . | . | -2.4% | -8.4% | . | -26.3% |
| 16 | c1ccc(CNc2nc3c(-c4ccccc4)nnn3c3ccccc23)cc1 | -7.3% | -13.8% | . | . | 1.5% | 3.0% | . | -3.4% |
| 17 | COC(=O)c1ccccc1NC(=O)CSc1nnc(-c2cccnc2)n1C | -4.9% | 6.5% | 11.3%[10 µM] | 5.4% | -1.4% | -0.2% | -3.2% | 3.1% |
| 18 | CCN1CCN(CCn2c(=S)[nH]c3cc4c(cc3c2=O)OCO4)CC1 | 3.5% | 2.8% | 9.3% | . | -3.8% | -2.5% | -3.7% | -0.8% |
| 19 | Cc1cc(/N=C/C=C2\N(C)c3ccccc3C2(C)C)n(CCC#N)n1 | 0.4% | 7.8% | -29.6% | -9.9% | -2.5% | ? | 7.0% | -18.7% |
| 20 | O=C(CSc1nc2cc(Cl)ccc2s1)c1ccco1 | -1.2% | -14.4% | 2.6% | 7.4% | 0.9% | ? | -0.6% | -20.5% |
| 21 | CCN(CC)c1ccc(/C=N/n2nnnc2N)c(O)c1 | -21.3% | 5.8% | -27.9% | -11.0%[11.4 µM] | 9.0% | ? | i | -17.6% |
| 22 | CNc1nc(N)c(C(=O)Nc2cc(C)on2)s1 | -1.4% | 3.0% | -45.1%[inhibitor] | . | -0.4% | -19.2% | i | -9.5% |
| 23 | O=C(Nc1cccc(Cl)c1)OCCN1CCN(Cc2ccccc2)CCC1=O | 14.2%&2.3% | ? | -229.8%[inhibitor] | -11.8% | 3.4%&0.1% | -3.0%[81.4 µM] | -3.6%[81.1 µM] | ? |
| 24 | CC(C)(C)c1nnc2sc(SC/C(O)=C(\C#N)c3nc4ccccc4[nH]3)nn2c1=O | -28.4% | 9.5% | -36.3% | -10.9% | 0.2% | ? | -15.7% | -21.3% |
| 25 | COc1ccc2[nH]cc(C=O)c2c1 | -3.6% | -2.4% | -4.0% | 2.4% | 0.3% | -0.4% | -2.0% | 0.3% |
| 26 | CCc1noc(C)c1C(=O)N1CCCC(C(=O)c2ccc(OC)c(F)c2)C1 (configuration not stated) | -3.1% | -0.5% | 3.3%[10 µM] | -6.6% | -0.5% | -9.6% | 8.1% | -9.8% |
| 27 | COc1cc2cnncc2cc1OC | -1.4% | 0.6% | -2.7%[10 µM] | -1.7% | -1.6% | -2.8% | -7.0% | -2.1% |
| 28 | CCNCCC(=O)N1c2ccccc2Sc2ccc(NC(=O)OCC)cc21 | -3.4% | -7.2% | 3.6%[1.9 µM] | -10.9% | 1.1% | 1.6% | 1.7% | 2.9% |
| 29 | CCC(Sc1nc2n[nH]c(C)c2c(=N)n1-c1ccc(Br)cc1)C(=O)N(CC)CC (configuration not stated) | 1.3% | -11.9% | . | . | -6.4% | -0.6% | . | -21.4% |
| 30 | COC(=O)c1cc([N+](=O)[O-])ccc1N1CCN(Cc2ccccc2)CC1 | -5.6% | -6.1% | . | -11.7% | -1.2% | -15.0% | 2.9% | -13.3% |

New compounds follow
nr | SMILES | TRb SRC2 PPI | Tau FP inhib | HTT ATP protect | L3MBTL1 inh | TR SRC2 fluor cs | Tau fibril ThT | RECQ1 inh | Tau fluor counter
31 | CN(C)c1ccc(NC(=O)CCSc2nc(-c3ccco3)cc(C(F)(F)F)n2)cc1 | 3.0% | 1.3% | . | . | 4.6% | ? | . | ?
32 | O=C(NC(Cc1ccccc1)C(=O)O)c1ccc(S(=O)(=O)N2CCOCC2)cc1 (configuration not stated) | 8.7% | 6.4% | 2.9% | 17.1% | 3.3% | 15.6% | 9.0% | 9.7%
33 | COc1cc(CNCc2cccs2)ccc1OCc1cccs1 | -5.8% | 0.6% | -4.4% | 4.4% | -8.3% | -13.7% | i | -10.4%
34 | Cc1cccc(NC(=O)N[C@@H](C)C(=O)O)c1 | -0.8% | -2.2% | 16.1% | . | -3.2% | -14.1% | -0.7% | -2.8%
35 | CC(C)c1ccc(NS(=O)(=O)c2ccc3[nH]cc(C(=O)NCC4CCCO4)c(=O)c3c2)cc1 (configuration not stated) | 6.3% | 15.8µM* | . | . | -0.1% | -8.0% | . | ?
36 | Cc1cc(C)c(S(=O)(=O)NCC(c2ccco2)S(=O)(=O)c2ccccc2)c(C)c1 (configuration not stated) | -3.2% | -3.0% | . | . | 1.2% | -16.3% | . | -25.1%
37 | CC(C)(C)CC(=O)NC(=S)NCc1ccccc1 | 1.3% | 1.6% | -9.4% | 6.2% | -0.7% | -4.8% | i | -6.4%
38 | NS(=O)(=O)c1ccc(NC(=O)CCCC(=O)O)cc1 | 1.4% | 6.4% | 3.1%[10 µM] | -6.2% | -0.7% | 6.5% | -7.1% | 9.3%
39 | CC1=C(C(=O)OC(C)C)C(c2cccc(F)c2)N2C(=O)C(C)SC2=N1 (configuration not stated) | 0.1% | -1.6% | 8.8%[10 µM] | 25.5% | 2.5% | -1.9% | -8.1% | -2.8%
40 | Cc1ccc(/C=C/C(=O)c2ccccc2O)cc1 | 8.2% | 12.1% | 10.3%[10 µM] | 12.2% | -3.7% | ? | -10.2% | -20.2%
41 | CCOC(=O)c1cc(C(=O)c2cccs2)n2ccc(C(C)=O)cc12 | -2.8% | -2.9% | 19.2%[10 µM] | . | -4.6% | -5.8% | i | -17.4%
42 | CCC(C)(C)c1ccc(Oc2cccc(C(=O)O)c2)cc1 | 3.7% | 2.8% | 0.0%&9.1%[10 µM] | 0.6% | 1.7% | -9.4% | i | -9.4%
43 | CCOC(=O)c1c(C)[nH]c(C)c1S(=O)(=O)NCC(=O)Nc1ccc(C)cc1C | 1.6% | -3.8% | . | . | 0.3% | 4.4% | . | -5.0%
44 | COCCNC(=O)CSc1nc2ccccc2c2nc(C)nn12 | -6.9% | -5.4% | -10.1% | -2.7% | -0.8% | -12.4% | 0.4% | -6.0%
45 | Clc1ccccc1-c1nc(/C=N/N2CCOCC2)c2ccccn12 | -5.5% | -11.8% | -23.0% | -14.6% | -1.2% | ? | i | -24.0%
46 | N=C(N)S/C=C\C(=O)O | -0.3%&-9.6% | ? | ? | . | 0.5%&-0.7% | 28.2µM* | -16.8% | -18.7%&-19.9%

Quoted at random: 4 records from the list.
nr | SMILES | TRb SRC2 PPI | Tau FP inhib | HTT ATP protect | L3MBTL1 inh | TR SRC2 fluor cs | Tau fibril ThT | RECQ1 inh | Tau fluor counter
33 | COc1cc(CNCc2cccs2)ccc1OCc1cccs1 | -5.8% | 0.6% | -4.4% | 4.4% | -8.3% | -13.7% | i | -10.4%
20 | O=C(CSc1nc2cc(Cl)ccc2s1)c1ccco1 | -1.2% | -14.4% | 2.6% | 7.4% | 0.9% | ? | -0.6% | -20.5%
13 | Cc1c(Br)c([N+](=O)[O-])nn1CC(=O)NCCc1ccc(Cl)cc1 | -1.1% | 1.5% | 2.7% | 1.2%[11.4 µM] | -4.2% | -0.6% | i | -5.4%
38 | NS(=O)(=O)c1ccc(NC(=O)CCCC(=O)O)cc1 | 1.4% | 6.4% | 3.1%[10 µM] | -6.2% | -0.7% | 6.5% | -7.1% | 9.3%
